PTAP TSG101 blk: blocks PTAP/TSG101 interaction to inhibit HIV-1 budding. Fluorescence polarization, FITC-PTAP peptide / Tsg101 binding. Q99816. Potency, µM (top dose mostly 115 µM), for inactives: top-dose activity change, negative = inhibition, usual class: inhibitors. 340,000 tested, under 10 active. AID 493005; active = well fitted inhibition curve with a large enough effect in the main read-out, with a control signal flat, not every such curve was filed as active; inconclusive = small, poorly fitted or top-dose-only effect, or effect the other way, or a change in a side signal; inactive = no such curve, though single readings can be large or run the other way; note: potency is the fitted concentration of half-maximal effect; % of control where 0% means no effect
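Steps: Tsg101 binding domain dispensed (10 uM final), compounds pinned in DMSO, FITC-labeled PTAP-motif peptide added (50 nM final); after 20 min binding at room temperature, polarization measured.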
a7 integrin act: activators of alpha7 integrin expression for muscular dystrophy; alpha7betagal myoblasts, beta-gal FDG fluorescence, 48 h; Potency, µM (top dose mostly 38.3 µM), inactives show at the highest dose activation, most hits filed as activators; 0.064% of 350,000 active; AID 624291;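 note: potency is the fitted concentration of half-maximal effect; 100% = response of the positive control SU9516; nearly all actives have a fitted effect of over 60% in size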
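alpha7betagal+/- myoblasts (passage 13, 250/well) treated 48 h at 37C with compounds at 1:260 dilution of DMSO stock. Lysed, then beta-galactosidase activity read as FDG fluorescence (ex 480/em 540) after 30 min, with pre-read for autofluorescence.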
CXXC DNA block: MLL CXXC-DNA interaction inhibition; MLL-CXXC / FITC-HOXA9 DNA fluorescence polarization; Potency, µM (highest dose often 115 µM), for the others: at the highest dose activity change, negative = inhibition, hits mostly inhibitors; Q03164; 0.037% of 290,000 active; active = well fitted inhibition curve with a large enough effect in the polarisation, with a control signal flat, not every such curve was filed as active; inconclusive = small, poorly fitted or top-dose-only effect, or effect the other way, or a change in a side signal; inactive = no such curve, though single readings can be large or run the other way; the % refers to the polarisation; note: potency is the fitted concentration of half-maximal effect
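Purified MLL-CXXC (added from a 7 uM solution) was preincubated 5 min at ambient with pinned compounds in 50 mM Tris-HCl pH 7.5, 50 mM NaCl, 1 mM DTT, 0.05% BSA. Fluorescein-labeled HOX-A9 DNA (50 nM solution) followed, 30 min, then polarization read.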
S-ASM inh: blocks human secretory acid sphingomyelinase. P17405. placental ASM, HMU-PC fluorogenic substrate, 60 min. Potency, µM (top dose mostly 57.5 µM), for inactives: top-dose activity change, negative = inhibition, usual class: inhibitors. 0.006% of 340,000 active. AID 504937; note: potency is the fitted concentration of half-maximal effect
Target sequence (P17405 47-631 limits assumed): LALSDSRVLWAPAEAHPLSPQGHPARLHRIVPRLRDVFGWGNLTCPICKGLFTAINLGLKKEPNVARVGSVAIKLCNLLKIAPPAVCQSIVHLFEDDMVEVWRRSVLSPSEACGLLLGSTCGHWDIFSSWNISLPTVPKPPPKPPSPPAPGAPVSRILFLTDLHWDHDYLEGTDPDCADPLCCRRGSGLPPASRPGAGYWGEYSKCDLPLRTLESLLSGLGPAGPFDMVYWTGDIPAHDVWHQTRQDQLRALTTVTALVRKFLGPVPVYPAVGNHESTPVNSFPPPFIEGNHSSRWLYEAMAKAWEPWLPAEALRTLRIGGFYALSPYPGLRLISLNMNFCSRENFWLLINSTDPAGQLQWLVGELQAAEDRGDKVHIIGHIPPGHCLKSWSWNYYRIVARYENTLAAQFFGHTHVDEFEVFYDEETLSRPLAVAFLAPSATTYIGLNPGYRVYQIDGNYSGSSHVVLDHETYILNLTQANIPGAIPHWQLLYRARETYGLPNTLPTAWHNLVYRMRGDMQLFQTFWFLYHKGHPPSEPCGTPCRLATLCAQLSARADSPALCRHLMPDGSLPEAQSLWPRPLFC
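Human placenta-derived ASM preincubated with compound 10 min at room temperature, then reacted with 9 uM (final) fluorogenic HMU-PC substrate for 60 min at 37 C. Stop solution raises pH to 10; fluorescence read at Ex 386/Em 447 nm.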
Menin MLL FP TR: inhibitors of human menin-MLL interaction, mutant MLL peptide | Potency, µM (titrated, usually from 61.6 µM), for the others: at the top dose FP activity change, negative = inhibition, most hits filed as inhibitors | O00255 | Menin + Texas Red MLL mutant peptide, fluorescence polarization | 0.23% of 270,000 active; active = well fitted inhibition curve with a large enough effect in the polarisation, with a control signal flat, not every such curve was filed as active; inconclusive = small, poorly fitted or top-dose-only effect, or effect the other way, or a change in a side signal; inactive = no such curve, though single readings can be large or run the other way; the % refers to the polarisation; note: potency is the fitted concentration of half-maximal effect; % of control where 0% means no effect; many of its hits are not listed in these tables
MBNL1-CUG inh: blocks human MBNL1 binding to CUG repeat RNA | TR-FRET MBNL1-His/biotin-(CUG)12 binding, 665/545 ratio | Potency, µM (highest dose often 57.5 µM), without a hit: top-dose activity change, negative = inhibition, most hits filed as inhibitors | 0.036% of 280,000 active | AID 2675; active = well fitted inhibition curve with a large enough effect in the signal ratio, with a control signal flat, not every such curve was filed as active; inconclusive = small, poorly fitted or top-dose-only effect, or effect the other way, or a change in a side signal; inactive = no such curve, though single readings can be large or run the other way; the % refers to the signal ratio; note: potency is the fitted concentration of half-maximal effect; % is set by controls: 0 for no effect and ±100 for the full control effect
Target sequence (Q9NR56 whole entry, looked up): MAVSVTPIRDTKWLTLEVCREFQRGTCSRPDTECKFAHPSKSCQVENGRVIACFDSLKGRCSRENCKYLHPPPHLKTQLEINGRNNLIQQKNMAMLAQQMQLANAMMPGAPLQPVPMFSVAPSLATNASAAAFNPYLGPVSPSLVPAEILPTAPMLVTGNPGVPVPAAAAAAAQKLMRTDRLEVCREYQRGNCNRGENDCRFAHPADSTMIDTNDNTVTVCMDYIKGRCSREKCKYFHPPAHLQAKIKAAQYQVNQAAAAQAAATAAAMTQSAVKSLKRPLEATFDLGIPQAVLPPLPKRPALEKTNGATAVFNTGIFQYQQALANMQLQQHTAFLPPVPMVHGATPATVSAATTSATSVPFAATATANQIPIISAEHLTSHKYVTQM
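Ratiometric TR-FRET (665 over 545 nm, excitation 340 nm) tracks disruption of MBNL1-His/biotin-(CUG)12 complex after 60 min at room temperature, with compounds at 92 nM to 58 uM final.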
TSHR antagonist: blocks TSH signaling through the human TSH receptor; P16473; TSHR-expressing cells, TSH-stimulated cAMP HTRF, 2 h; active compounds read low; activity change, negative = inhibition, % at 11.5 µM; 0.2% of 330,000 active; AID 504810;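 active = activity change below a set negative limit, meaning inhibition stronger than a set level, cut at about -70% in these data; inconclusive = activity change between two set negative limits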; note: % is set by controls: 0 for no effect and ±100 for the full control effect
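Read-out is FRET at 665 nm (cryptate excitation 337 nm) from a cryptate-tagged anti-cAMP antibody, competed by cell cAMP against cAMP-d2. Compounds are tested on freshly harvested TSHR cells challenged with 4nM TSH (EC80) for 2 hours at 37 deg C.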
Mito fusion yeast: inhibitors of mitochondrial division or activators of mitochondrial fusion; S. cerevisiae fusion-defective mutant growth rescue, CellTiterGlo 48 h; 0.23% of 320,000 active; Potency, µM (doses to about 46.1 µM), for the others: top-dose growth rescue (activation), actives largely listed as activators;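 note: potency is the fitted concentration of half-maximal effect; % of control where 0% means no effect; nearly all actives have a fitted effect of over 45% in size; temperature-sensitive fusion mutants such as fzo1-1 at 37 °C on non-fermentable ethanol glycerol medium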
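S. cerevisiae fusion-defective temperature-sensitive mutants (e.g. fzo1-1, mgm1-5) grown 48 h at 37C in YPEG (ethanol/glycerol non-fermentable) medium with 23 nl compound per well; growth rescue read as CellTiterGlo luminescence.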
AT treatment: candidate therapy for ataxia-telangiectasia. […] A-T fibroblasts, KAP-1 phosphorylation AlphaLISA; neocarzinostatin DNA damage 30 min before lysis. AID 485349. 0.19% of 320,000 active. Potency, µM (top dose mostly 57.5 µM), without a hit: top-dose activation, actives largely listed as activators; note: potency is the fitted concentration of half-maximal effect; % of control where 0% means no effect; nearly all actives have a fitted effect of over 45% in size
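ATM-like activity read as KAP-1 phosphorylation via AlphaLISA donor/acceptor antibody pairs after lysis and 6 hr at 25C. Cells were ATM-null patient fibroblasts ([…], hTERT), dosed 60 min, then exposed to the DSB inducer NCS for 30 min.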
TCR act: activators of T cell receptors; Potency, µM (top dose mostly 9.22 µM), inactives show top-dose activation of IL-2 secretion, actives largely listed as activators; primary human leukocytes, anti-CD3, IL-2 HTRF, 48 h; 330,000 tested, under 10 active; AID 504894; note: % of control where 0% means no effect
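1) Mix primary human leukocytes, a-CD3 beads and compound. 2) Incubate 48 hr. 3) Add HTRF IL-2 reagents (a-IL-2-K, a-IL-2-d2).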
* hit, by the source's call; ? = inconclusive; nt = not tested or not shown; [ ] = remark or other dose. Unless noted, calls come from the whole dose curve; as a rule, active = well fitted curve in the direction sought with a large enough effect; inconclusive = small, poorly fitted or top-dose-only effect, or another doubt; inactive = no such curve, though single readings can be large; an effect the other way counts as inactive or inconclusive. Some of the compounds tested; count on the stated rates, not on these rows.

nr | SMILES | PTAP TSG101 blk | a7 integrin act | CXXC DNA block | S-ASM inh | Menin MLL FP TR
1 | O=C(O)[C@H](Cc1ccccc1)NC(=O)N1CCC(Cc2ccccc2)CC1 | 0% | 2% | 7% | 4% | -12%
2 | CCCCC(=O)NC(Nc1cc(C)ccn1)(C(=O)OCC)C(F)(F)F (centres undefined) | -1% | 21% | -6% | -2% | nt
3 | CNC(=O)CN1C(=O)C2C3C=CC(C3)C2C1=O (centres undefined) | -5% | 19% | -2% | 1% | 7%
4 | O=C(Oc1ccccc1N1C(=O)C2CCCCC2C1=O)c1ccccc1 (centres undefined) | -2% | -42% | 53%[activator] | 5% | -22%
5 | CCCCCN(C(=O)CCC(=O)OCC(=O)N(C)Cc1ccccc1C)c1c(N)n(CCCC)c(=O)[nH]c1=O | -1% | 9% | nt | 3% | nt
6 | Nc1ccccc1Sc1cc(Cl)nnc1Cl | -3% | -23% | -6% | 2% | 7%
7 | Cn1c2ccccc2c2nnc(SCN3C(=O)c4ccccc4C3=O)nc21 | nt | nt | -12% | nt | 0%
8 | CC(=O)Oc1cc(C(=O)OCC(=O)NC23CC4CC(CC(C4)C2)C3)cc(OC(C)=O)c1OC(C)=O | 0% | -9% | nt | 1% | nt
9 | O=C(CSCc1ccco1)N1CCc2ccccc21 | 0% | -1% | 16% | 1% | 7%
10 | COCc1ccc(CN2CCCC(C(=O)Nc3ccc(-c4cscn4)cc3)C2)o1 (centres undefined) | -4% | 26% | 8% | 2% | -10%
11 | CC1CCCC(C)N1/N=C/c1ccccc1Br (centres undefined) | 0% | 4% | ? | -3% | -15%
12 | COc1ccccc1C(C)NC(=O)CCOc1cccc(C)c1 (centres undefined) | 1% | 4% | 9% | 4% | 1%
13 | CCCc1cc(-c2n[nH]c(=S)n2-c2cccc(C)c2)cs1 | -3% | 18% | 0% | -6% | -19%
14 | CN(C)Cc1c(O)ccc2c(=O)c(-c3ccc(Cl)cc3)coc12 | -2% | -35% | -9% | 81%[activator] | -2%
15 | C=CCNC(=O)c1onc(CSc2cccc(OC)c2)c1C(=O)O | -4% | 10% | -11% | 6% | -2%

nr | MBNL1-CUG inh | TSHR antagonist | Mito fusion yeast | AT treatment | TCR act
1 | -5% | 9 | -7% | -4% | 5%
2 | 6% | 4 | -21% | 4% | -2%
3 | 8% | 9 | -6% | -2% | -1%
4 | -10% | -9 | 4% | 8% | 6%
5 | nt | 8 | -7% | 7% | -4%
6 | 7% | -22 | 0% | 14% | 5%
7 | -3% | -13 | -1% | 11% | nt
8 | nt | nt | nt | nt | 0%
9 | 1% | 4 | 11% | -6% | 2%
10 | -5% | -6 | -3% | 0% | -3%
11 | 5% | -1 | 8% | ? | -5%
12 | -10% | 33 | -2% | 8% | -3%
13 | -2% | -7 | -3% | 3% | -7%
14 | 10% | -7 | 1% | 17% | nt
15 | -4% | -19 | 3% | 1% | -18%

Following part.
nr | SMILES | PTAP TSG101 blk | a7 integrin act | CXXC DNA block | S-ASM inh | Menin MLL FP TR
16 | CC/C(=N\NC(=O)c1nnn(-c2nonc2N)c1-c1ccc2c(c1)OCO2)c1ccccc1 | -3% | 0% | 9% | -1% | 1%
17 | CC(=O)N1c2ccc(S(=O)(=O)N3CCCC(C(=O)Nc4ccc(C)cc4C)C3)cc2CC1C (centres undefined) | -2% | -6% | 1% | -2% | -5%
18 | O=C(CCCN1C(=O)NC2(CCCC2)C1=O)Nc1ccc(F)cc1 | -2% | 17% | nt | 4% | nt
19 | COCCNC(=O)C1CC(c2ccccc2[N+](=O)[O-])=NO1 (centres undefined) | -7% | 13% | -5% | 6% | -6%
20 | CCCCNC(=O)/C=C1\Sc2ccccc2NC1=O | -9% | -11% | 0% | 36% | -6%
21 | S=C(Nc1ccccn1)Nc1ccccc1Cl | -3% | ? | 1% | -2% | 2%
22 | CCc1cc2c(=O)[nH]c(-c3ccncc3)nc2s1 | -4% | 1% | -1% | 49%[activator] | 4%
23 | CCN(CC)S(=O)(=O)c1ccc(N/N=C/c2ccccc2OCC(=O)O)c([N+](=O)[O-])c1 | -6% | 17% | -5% | 1% | ?
24 | CCNC(=O)CN1C(=O)NC2(CCCc3cc(OC)ccc32)C1=O (centres undefined) | 0% | 6% | -1% | -3% | nt
25 | C=CCOc1ccccc1CN1CCN(CCc2ccccc2)C(CCO)C1 (centres undefined) | -2% | -16% | 0% | -1% | -18%
26 | Cc1cccc2cc3cccc(C)c3nc12 | -6% | 1% | -6% | 4% | -24%
27 | COCCNCCCOc1ccc(C(C)(C)c2ccccc2)cc1 | -2% | -35% | -11% | 0% | ?
28 | Cc1c(NC(=O)CSc2ccc3ccccc3n2)c(=O)n(-c2ccccc2)n1C | -2% | 10% | nt | 3% | nt
29 | CCOC(=O)c1ccc(-n2c(CN3CCC(C(N)=O)CC3)nc3ccc([N+](=O)[O-])cc3c2=O)cc1 | -11% | -45%[inhibitor] | -4% | -6% | ?
30 | Cc1ccc(/C=C/C(=O)O)cc1S(=O)(=O)Nc1ccc(C(=O)O)cc1 | -6% | 10% | -4% | 3% | nt

nr | MBNL1-CUG inh | TSHR antagonist | Mito fusion yeast | AT treatment | TCR act
16 | -4% | -5 | 5% | -3% | -2%
17 | -10% | 5 | 3% | 5% | -1%
18 | nt | 11 | -3% | -5% | 2%
19 | 19% | -2 | 3% | 15% | 12%
20 | nt | -8 | 5% | 3% | 6%
21 | -2% | -8 | 0% | 12% | 0%
22 | ? | -3 | 0% | 14% | 0%[46.1 µM]
23 | ? | -6 | 10% | -4% | 4%
24 | -14% | 1 | 5% | 3% | -12%
25 | 1% | -5 | -6% | 0% | nt
26 | -5% | 10 | 15% | 3% | -1%
27 | nt | 21 | -18% | -7% | -12%[46.1 µM]
28 | nt | 2 | -7% | -3% | -21%
29 | ? | -5 | 4% | -8% | -3%
30 | 0% | 7 | -2% | -3% | -1%

Continued; it opens with the 6 that closed the last part.
nr | SMILES | PTAP TSG101 blk | a7 integrin act | CXXC DNA block | S-ASM inh | Menin MLL FP TR
25 | C=CCOc1ccccc1CN1CCN(CCc2ccccc2)C(CCO)C1 (centres undefined) | -2% | -16% | 0% | -1% | -18%
26 | Cc1cccc2cc3cccc(C)c3nc12 | -6% | 1% | -6% | 4% | -24%
27 | COCCNCCCOc1ccc(C(C)(C)c2ccccc2)cc1 | -2% | -35% | -11% | 0% | ?
28 | Cc1c(NC(=O)CSc2ccc3ccccc3n2)c(=O)n(-c2ccccc2)n1C | -2% | 10% | nt | 3% | nt
29 | CCOC(=O)c1ccc(-n2c(CN3CCC(C(N)=O)CC3)nc3ccc([N+](=O)[O-])cc3c2=O)cc1 | -11% | -45%[inhibitor] | -4% | -6% | ?
30 | Cc1ccc(/C=C/C(=O)O)cc1S(=O)(=O)Nc1ccc(C(=O)O)cc1 | -6% | 10% | -4% | 3% | nt
31 | CCN1C(=O)[C@H]2[C@@H](c3ccc(SC4CCCCC4)cc3)N[C@@](CC(C)C)(C(=O)OC)[C@H]2C1=O | -3% | 2% | nt | -8% | nt
32 | Cc1ccc(N2C(=O)N(CC(=O)N3CCOCC3)C(=O)C2C)cc1 (centres undefined) | -1% | 9% | -1% | 2% | 3%
33 | CC(C)c1cccc(C(C)C)c1NC(=O)CN1C(=O)NC2(CCCC2)C1=O | -6% | 5% | 4% | 1% | 0%
34 | CCOc1cc(S(=O)(=O)n2cc(-c3ccc(F)cc3)c(N)n2)cc(OCC)c1OCC | -6% | 11% | 0% | -8% | 49%[activator]
35 | COc1ccc(OC)c(NC2=NC3(CCCCC3)N=C(N)N2)c1 | -5% | 0% | 0% | -1% | -13%
36 | NC(=O)c1ccc(NC(=O)CS(=O)(=O)c2cn(CC(=O)N3CCCCC3)c3ccccc23)cc1 | -2% | 10% | 22% | 0% | 12%

nr | MBNL1-CUG inh | TSHR antagonist | Mito fusion yeast | AT treatment | TCR act
25 | 1% | -5 | -6% | 0% | nt
26 | -5% | 10 | 15% | 3% | -1%
27 | nt | 21 | -18% | -7% | -12%[46.1 µM]
28 | nt | 2 | -7% | -3% | -21%
29 | ? | -5 | 4% | -8% | -3%
30 | 0% | 7 | -2% | -3% | -1%
31 | nt | -7 | -3% | 20% | -2%
32 | -4% | -3 | 2% | 2% | 0%
33 | 0% | -3 | -4% | 2% | -8%
34 | -7% | -10 | 5% | 2% | 2%
35 | 8% | 0 | -2% | 1% | -8%
36 | -8% | 27 | 0% | 8% | -2%

Source: PubChem BioAssay (National Center for Advancing Translational Sciences (NCATS))
